# Source: PubChem (several laboratories)
# SMARCA2 activ = activators of SMARCA2 function; MG213 cells, MMTV-luciferase reporter, dexamethasone, overnight; activation, % at 9.1 µM; actives 1% (n = 370,000); AID 652017; in the data active = activation above about 7.8%;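 also: 0% = vehicle wells and 100% = reference activator wells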
# PLC-gamma1 inh = blocks human PLC-gamma1 enzyme activity; purified PLC-gamma1, fluorogenic substrate, fluorescence; actives 0.84% (n = 370,000); P19174; inhibition, % at 12.2 µM; in the data active = inhibition above about 9.5%
# hgDAF-12 ag = agonists of H. glycines DAF-12 nuclear receptor; AID 687014; HEK293 GAL4-hgDAF12 UAS-luciferase reporter, agonist luminescence; normalized to butyrate control; activation, % at 6.8 µM; actives 1.8% (n = 370,000);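 active = activation above a cutoff set at the mean of all screened compounds plus 3 SD, cut at about 10% in these data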;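 also: 0% = DMSO wells and 100% = sodium butyrate wells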
# NR1D1 modulator = modulates human Rev-erb alpha binding to DNA; Rev-erbα–FITC-DNA binding, fluorescence polarization, 90 min; activity, % at 10 µM; actives 0.79% (n = 370,000); AID 1259318;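 active = activity above about 14%, limit read from the data; passing the limit was not always enough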;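 also: 0% = DMSO wells with 35 nM protein and 100% = DMSO wells with 750 nM protein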
# MBD2 DNA inh = MBD2-methylated oligo binding inhibition; inhibition, % at 4.4 µM; actives 0.31% (n = 370,000); AID 686964; TR-FRET, MBD2 binding to methylated oligonucleotide; in the data active = inhibition above about 13%
# DAX1 inh-1 = blocks DAX1 repression of SF-1 activated StAR promoter. HEK293T StAR-luciferase reporter, SF-1/DAX-1 repression relief. actives 1.1% (n = 370,000). AID 652010. inhibition, % at 6.8 µM;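 active = inhibition above the mean over all tested compounds plus 3 SD, cut at about 3.6% in these data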;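 also: 0% = DAX-1 cells with DMSO and 100% = cells lacking DAX-1 with DMSO; higher inhibition means more luminescence from relief of DAX-1 repression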
# PLCb3 inh = PLC-beta3 (human) inhibition, primary screen. actives 0.18% (n = 370,000). Q01970. inhibition, % at 12.2 µM. Purified PLC-beta3, fluorogenic substrate, fluorescence; in the data active = inhibition above about 11%;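 also: 0% = median of compound wells on plate and 100% = full blocker control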
# Target sequence (Q01970 whole entry, looked up): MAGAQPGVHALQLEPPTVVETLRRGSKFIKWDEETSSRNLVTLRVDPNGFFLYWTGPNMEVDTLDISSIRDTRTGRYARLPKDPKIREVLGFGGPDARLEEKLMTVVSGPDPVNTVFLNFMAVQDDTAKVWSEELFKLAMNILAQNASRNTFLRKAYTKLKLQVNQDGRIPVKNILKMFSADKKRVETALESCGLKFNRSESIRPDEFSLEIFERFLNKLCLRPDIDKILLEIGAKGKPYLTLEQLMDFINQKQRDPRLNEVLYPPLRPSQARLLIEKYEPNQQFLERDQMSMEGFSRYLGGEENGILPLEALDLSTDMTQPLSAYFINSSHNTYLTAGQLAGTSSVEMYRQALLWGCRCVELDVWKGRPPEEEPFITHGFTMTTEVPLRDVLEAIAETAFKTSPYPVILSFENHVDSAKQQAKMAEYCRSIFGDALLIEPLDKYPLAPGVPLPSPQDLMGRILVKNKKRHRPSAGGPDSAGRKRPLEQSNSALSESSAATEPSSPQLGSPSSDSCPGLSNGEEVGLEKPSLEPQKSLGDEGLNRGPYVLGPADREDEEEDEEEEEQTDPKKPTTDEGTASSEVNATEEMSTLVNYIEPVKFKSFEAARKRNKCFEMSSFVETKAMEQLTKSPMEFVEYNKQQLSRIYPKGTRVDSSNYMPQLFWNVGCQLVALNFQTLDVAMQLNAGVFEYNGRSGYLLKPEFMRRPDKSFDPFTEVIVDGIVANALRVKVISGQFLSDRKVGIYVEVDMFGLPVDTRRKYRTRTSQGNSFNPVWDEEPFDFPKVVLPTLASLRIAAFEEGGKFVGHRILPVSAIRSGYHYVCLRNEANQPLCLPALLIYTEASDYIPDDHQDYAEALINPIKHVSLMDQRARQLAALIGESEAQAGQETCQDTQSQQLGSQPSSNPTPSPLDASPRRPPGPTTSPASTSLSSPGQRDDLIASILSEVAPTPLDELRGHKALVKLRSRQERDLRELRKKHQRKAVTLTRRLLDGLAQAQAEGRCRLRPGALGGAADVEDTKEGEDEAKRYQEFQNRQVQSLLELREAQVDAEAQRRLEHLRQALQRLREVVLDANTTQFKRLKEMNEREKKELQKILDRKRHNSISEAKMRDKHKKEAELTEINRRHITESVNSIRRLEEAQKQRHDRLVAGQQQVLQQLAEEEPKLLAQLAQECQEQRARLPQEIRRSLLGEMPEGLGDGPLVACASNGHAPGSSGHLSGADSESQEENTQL
# ADAM17 inh = ADAM17 inhibition, QFRET primary screen; actives 0.83% (n = 370,000); inhibition, % at 6.95 µM; recombinant ADAM17, EDANS/DABCYL FRET peptide cleavage;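 active = inhibition above the mean of compounds lying between control limits plus 3 SD, set per campaign, cut at about 8.5% in these data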;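 also: 0% = DMSO-only wells as the low control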
# DAX1 inh-2 = inhibitors of human orphan nuclear receptor DAX1 (NR0B1); P51843; AID 504766; actives 0.99% (n = 340,000); HEK293 Gal4-DAX1 luciferase reporter, luminescence; inhibition, % at 6.75 µM;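 active = inhibition above the mean over all tested compounds plus 3 SD, cut at about 4.2% in these data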;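 also: 0% = DAX1-transfected cells with DMSO and 100% = empty-vector control cells with DMSO; inhibition shows as a rise in luminescence from relieved DAX1 repression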
# hcDAF12 agonist = activators of H. contortus DAF-12 nuclear receptor. HEK293 hcDAF-12 lit1-tk-luc reporter, luminescence; 0% DMSO, 100% Δ7-dafachronic acid. activation, % at 6.8 µM. actives 1.4% (n = 370,000);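 active = activation above the mean of all tested compounds plus 3 SD, cut at about 5.5% in these data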;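 also: 100% = response to 3 µM Δ7-dafachronic acid high control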
# ssDAF12 agonist = activators of S. stercoralis DAF-12 nuclear receptor. AID 652126. HEK293 ssDAF-12/GRIP1 lit1-tk-luc reporter, luminescence; % of 3 µM dafachronic acid response. actives 1% (n = 370,000). activation, % at 6.8 µM;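 active = activation above the mean over all tested compounds plus 3 SD, cut at about 0.9% in these data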;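 also: 0% = DMSO-only wells and 100% = 3 µM delta7-dafachronic acid wells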
# An asterisk follows results filed as active; i = inactive; . = not tested or not shown.
SMILES,SMARCA2 activ,PLC-gamma1 inh,hgDAF-12 ag,NR1D1 modulator,MBD2 DNA inh,DAX1 inh-1,PLCb3 inh,ADAM17 inh,DAX1 inh-2,hcDAF12 agonist,ssDAF12 agonist
N#Cc1ccccc1S(=O)(=O)N1CCN(c2ccc(S(=O)(=O)N3CCOCC3)cn2)CC1,-3.5,1.4,0.8,-5.2,-5.0,-0.7,1.8,-0.1,0.7,-2.8,-1.0
O=C(O)CCn1c2ccccc2c2nc3ccccc3nc21,-0.6,-233.2,2.4,-3.5,-11.6,0.4,-292.9,1.4,0.2,1.8,-0.8
CCc1c(C)[nH]c2c(C)cccc2c1=O,-0.8,3.5,0.1,-3.6,-6.7,-0.1,2.1,-0.4,0.2,0.0,-1.4
CCCc1cc(N2CCN(C(=O)c3ccco3)CC2)n2c(nc3ccccc32)c1C#N,1.9,i,-2.2,-5.6,-2.8,-1.6,i,-186.8,-1.4,-1.8,-1.6
COc1ccc(S(=O)(=O)NCC(=O)N(CC(=O)NCC2CCCO2)c2ccccc2C)cc1 (stereo not drawn),0.3,1.8,0.0,0.1,-1.6,0.0,0.1,1.5,-0.7,0.8,-1.0
O=C(NC1CCCCC1)C(c1cccs1)N(C(=O)c1ccco1)c1ccc2c(c1)OCCO2 (stereo not drawn),-5.2,-1.5,-0.7,1.5,3.4,-1.0,-1.3,-0.9,-1.0,-1.9,-1.2
Cc1ccccc1N/N=C/c1sc(=O)n(Cc2cccc(C(=O)O)c2)c1Cl,-2.6,-3.3,3.6,2.1,3.0,0.4,-20.5,-2.0,-0.4,1.8,-0.3
O=C(Cc1ccc(NC(=O)C2CCCN(C(=O)CCc3ccccc3)C2)cc1)Nc1cccc(C(=O)N2CCCCC2)c1 (stereo not drawn),-4.0,-0.5,-3.9,-3.1,-0.3,-2.2,-0.2,-1.0,-2.4,-2.9,-1.6
CC(=O)Nc1ccc(OCC(O)Cn2c3ccccc3c3ccccc32)cc1 (stereo not drawn),-5.0,2.8,-0.6,2.9,3.7,-0.2,5.5,7.0,-0.9,-2.3,-1.2
O=C(/C=C/c1ccc(Cl)cc1Cl)NCCSCc1ccccc1,0.6,1.5,1.4,7.8,-0.2,-0.6,0.0,5.1,0.0,0.2,-1.3
O=C1C(C2=NC(C(=O)O)C3C(=O)N(c4ccccc4)C(=O)C23)=C(O)c2ccccc21 (stereo not drawn),-3.6,-10.5,-1.3,-2.7,5.8,0.1,-10.0,1.9,-0.6,-0.1,-1.0
Cc1cccc2nc(C(=O)Nc3cccc(C(=O)NC4CC4)c3)cn12,4.2,-2.0,3.7,-4.2,-2.9,1.0,-3.2,-0.5,-0.7,0.5,-1.0
O=C(NCc1ccco1)/C(=C/c1ccc(F)cc1)NC(=O)c1ccccc1,-3.6,-3.0,-0.2,-5.5,3.6,-0.4,-14.4,-5.1,-0.4,-1.3,-1.1
C=CCn1c(-c2ccc(OC)cc2)nc2ccccc21,2.9,1.2,3.9,0.2,-0.1,0.8,-0.3,-3.5,-0.7,0.1,-0.9
O=c1c(-n2cncn2)c[nH]n1-c1cccc(Cl)n1,-4.6,-1.2,4.4,2.3,9.3,0.6,-3.5,-2.1,1.0,1.2,-0.4
Cc1ccc(C(=O)NCC(=O)OCC(=O)Nc2cccc(S(=O)(=O)N3CCCC3)c2)cc1C,-1.6,-0.9,0.3,-2.3,2.0,0.3,-7.4,-7.3,3.2,-0.9,-0.9
CCOC(=O)Cn1cc(C(=O)C(=O)N2CCOCC2)c2ccccc21,-0.9,-3.3,-2.8,2.0,2.3,-0.8,-1.5,-0.2,0.5,-0.5,-1.0
CCOC(=O)c1c(CC(C)C)csc1/N=C/C1=C(O)CCCC1=O,-3.4,-24.4,-0.5,-0.2,0.1,-0.1,-40.1,-6.0,.,-1.0,-1.4
CSc1ccc(/C=C/C(=O)c2c(O)cc(C)oc2=O)cc1,3.9,-373.7,7.4,3.2,-5.9,1.2,-494.7,-21.0,6.6*,4.1,-0.2
CN(C(=O)CSc1nnc2ccccn12)C1CCS(=O)(=O)C1 (stereo not drawn),0.5,-7.8,0.1,-1.5,-0.9,0.2,-10.2,-6.8,0.5,-1.7,-1.2
CC(=O)Oc1oc(-c2ccccc2)nc1C=Nc1ccccc1,3.4,2.6,2.6,5.9,-3.8,-0.4,-2.5,0.1,1.9,1.7,-1.0
Cc1cc(C)c(C)c(S(=O)(=O)N2CCC(C(=O)NCc3cccs3)CC2)c1C,-3.1,11.6*,4.5,-1.2,4.6,0.5,2.2,8.8*,0.8,-1.5,-0.6
OCC1(Cc2ccccc2)CCN(Cc2cnc(-c3ccc(Cl)cc3)nc2)CC1,-7.1,0.9,0.5,-5.2,-2.0,-1.4,-0.6,6.5,-0.9,-3.1,-2.6
CCN(CC)C(=O)CC[C@H]1CC[C@]2(CCCN(C(=O)C(C)(C)C)C2)O1,1.3,1.1,-3.1,-4.8,0.7,0.8,6.0,0.3,.,0.0,-1.0
CNS(=O)(=O)c1ccc(NC(=O)C2c3ccccc3Oc3ccccc32)cc1,-4.1,2.3,0.1,9.5,-2.6,0.3,-0.9,-2.3,-2.2,1.3,-1.6

# Results in hgDAF-12 ag and PLC-gamma1 inh, for some of the entries so far:
SMILES	hgDAF-12 ag	PLC-gamma1 inh
O=C(O)CCn1c2ccccc2c2nc3ccccc3nc21	2.4	-233.2
CCc1c(C)[nH]c2c(C)cccc2c1=O	0.1	3.5
CCCc1cc(N2CCN(C(=O)c3ccco3)CC2)n2c(nc3ccccc32)c1C#N	-2.2	i

# Going on with the list.
SMILES,SMARCA2 activ,PLC-gamma1 inh,hgDAF-12 ag,NR1D1 modulator,MBD2 DNA inh,DAX1 inh-1,PLCb3 inh,ADAM17 inh,DAX1 inh-2,hcDAF12 agonist,ssDAF12 agonist
CCNC(=O)C1Cc2cc(S(=O)(=O)N3CCCC3)ccc2N1C(C)=O (stereo not drawn),-2.7,2.7,0.7,-3.0,1.7,0.8,-5.9,-5.4,-0.2,0.2,-1.0
O=S(=O)(c1ccc(F)cc1)N1CCC2(CC1)OCCN2S(=O)(=O)c1cccs1,3.6,1.3,-1.5,6.3,-6.5,1.1,0.3,1.1,-0.3,0.8,-1.2
CCOc1ccccc1NC(=O)CCCn1cc([N+](=O)[O-])cn1,1.8,5.2,1.7,-4.0,-1.7,0.8,-1.3,2.5,-0.7,0.1,-1.9
O=C(NCc1ccccc1)[C@@H]1CCCN1C(=O)[C@H]1CCCN1C(=O)c1ccccc1F,2.8,-0.9,-1.3,-1.4,0.6,1.3,4.1,-1.5,.,-1.4,-1.0
Cc1ccc2onc(CC(=O)O)c2c1,-1.1,1.1,0.3,-3.8,-3.0,0.8,0.4,0.8,-0.5,-1.4,-0.2
COc1ccc(/C(N)=N/OC(=O)CN(C)S(=O)(=O)c2ccccc2)cc1,-3.4,1.1,-2.2,2.0,-2.7,0.3,3.2,5.5,.,-1.7,-0.2
O=C(OCc1ccc(F)cc1)c1cccnc1Cl,0.4,8.5,0.4,0.5,3.2,-0.4,3.1,1.8,0.2,0.8,-0.5
C(=N\C(/N=C/c1ccco1)c1ccco1)/c1ccco1,0.5,-42.0,0.8,-10.6,-1.0,-0.1,-53.7,-42.9,-1.7,-1.0,-0.7
CCc1nnc(NC(=O)C2CC(=O)N(CCc3ccccc3)C2)s1 (stereo not drawn),-1.9,-3.0,-3.3,3.8,7.4,0.5,3.9,-1.2,-1.0,-2.0,-1.3
COc1ncc(-c2ccc(N3C(c4ccsc4)=Cc4ccc(F)cc4C3CC(C)=O)cc2)cn1 (stereo not drawn),-2.8,-97.0,-2.1,5.7,2.7,-2.1,-134.5,-40.5,.,0.8,-0.9
O=C(O)c1cccnc1C(=O)O,1.8,2.3,-2.9,-2.0,-6.0,1.8,7.0,1.5,2.0,-1.4,-1.4
O=c1[nH]c2cc3c(cc2cc1CN(CCO)S(=O)(=O)c1ccccc1Cl)OCCO3,-1.8,-41.8,-1.8,-7.9,2.2,1.0,-51.2,-116.3,0.2,-0.4,-1.3
CC1CCN(S(=O)(=O)c2ccc(S(=O)(=O)NCC(=O)C(C)(C)C)cc2)CC1,-0.3,0.5,2.7,-0.6,0.8,0.0,5.4,-2.2,0.4,1.1,-1.5
CCCn1c(=O)[nH]c(=O)c2c1nc(-c1cccs1)n2CCOC,4.5,-19.6,0.2,-2.8,2.5,-0.6,-33.3,-35.5,0.7,-0.2,-1.2
COc1cc(C(=O)Nc2ccccc2NC(=O)c2cc(OC)c(OC)c(OC)c2)cc(OC)c1OC,-1.2,2.6,-2.2,-1.2,0.1,-0.3,-0.6,4.4,-0.3,-1.2,-1.4
Cc1ccc(C(=O)Nc2ccc(NC(=O)c3cccs3)cc2)c(C)c1,-1.8,0.3,1.4,6.5,-2.0,-0.4,-6.6,-5.3,0.5,-1.1,-1.1
CCC(CC)=C(C#N)C(=O)NC1CCCCC1,-0.4,4.8,1.4,0.6,2.8,-0.2,2.0,-0.6,0.8,-1.2,0.0
COc1cc(C=C(c2nc3ccccc3s2)c2nc3ccccc3s2)cc(OC)c1O,1.7,-79.7,-1.9,-2.7,-3.2,-0.8,-98.6,3.3,-0.1,0.2,-0.1
Cc1cc(C#Cc2c(-c3ccccc3)n(C)c3ccccc23)ccc1F,1.6,-48.6,1.0,7.3,-3.1,-0.4,-74.5,-20.7,0.0,0.2,-1.0
CCc1ccc(N2C(=O)c3sc4nnc(-c5ccccc5)c(=O)n4c3C2=O)cc1,-2.1,-7.2,-0.4,-3.0,0.6,-0.5,-5.2,-1.1,-1.1,1.4,-0.8
Cc1ccc(S(=O)(=O)N2CCOCC2)cc1C(=O)NC(=S)N1CC(C)OC(C)C1 (stereo not drawn),-5.6,5.7,0.0,-10.7,0.7,0.2,-1.3,1.9,1.8,-2.5,-1.1
CCCCC1CCC(C(=O)Nc2ccccc2)CC1 (stereo not drawn),-2.9,1.5,0.0,2.8,1.4,-1.0,-0.7,-5.2,-0.8,-1.5,-0.6
Cc1nc2c3ccccc3n(Cc3ccccc3F)c2s1,-2.8,0.0,-3.0,3.8,-5.3,-0.4,-1.0,2.8,0.9,0.2,-1.6
COc1cccc(CNC(=O)C2CCCN2S(=O)(=O)c2ccc3c(c2)C(C)(C)C(=O)N3C)c1 (stereo not drawn),0.6,4.9,-0.9,3.3,-2.4,-0.7,2.6,0.4,1.1,2.0,-2.1
O=C(O)C1CC=CCC1C(=O)NNc1ccccc1 (stereo not drawn),1.2,-1.0,1.5,-4.6,-4.0,0.4,3.1,-0.8,1.1,2.0,-0.1
CC(=O)O[C@H]1[C@H](C)OC=C[C@@H]1OC(C)=O,0.5,3.2,3.2,1.4,-2.3,0.4,4.3,2.3,1.2,-0.7,-1.1
CN1c2ccccc2-c2nc3ccccc3n2C1c1ccco1 (stereo not drawn),-5.3,i,-1.8,1.3,2.7,0.1,i,i,-0.8,0.9,-1.1
Cc1ccc(NC(=O)CN2C(=O)c3ccccc3C2=O)nc1,-0.5,0.7,-1.9,6.2,-7.0,0.2,2.1,1.7,.,-1.2,-1.4
